Runt-SMMHC FRET: inhibitors of human RUNX1 Runt domain binding to CBFb-SMMHC. Q01196+Q13951. Cerulean-Runt/Venus-CBFb-SMMHC FRET ratio 530/480, 1 h. inhibition, % at 20 µM. 220,000 compounds, 0.74% hits. AID 1434;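 active = mean inhibition across duplicate retests at 20 µM reaching about 50%, limit read from the data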;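 note: 0% = DMSO wells and 100% = wells with excess untagged CBFb-SMMHC; inhibitors lower the FRET ratio by blocking Runt binding to CBFb-SMMHC; some results filed as inactive read as strong as hits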
TRPML3 agonist: human mucolipin-3 channel agonism; Q8TDD5; HEK293 TRPML3-YFP, Fluo-8 calcium fluorescence; 100% = the carbachol control signal; activation, % at 3 µM; 220,000 compounds, 0.29% hits;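 active = activation above its plate's cutoff, the mean activation of the plate's test wells plus 3 SD, cut at about 12% in these data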;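 note: 0% = DMSO only wells and 100% = carbachol wells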
Target sequence (Q8TDD5 whole entry, looked up): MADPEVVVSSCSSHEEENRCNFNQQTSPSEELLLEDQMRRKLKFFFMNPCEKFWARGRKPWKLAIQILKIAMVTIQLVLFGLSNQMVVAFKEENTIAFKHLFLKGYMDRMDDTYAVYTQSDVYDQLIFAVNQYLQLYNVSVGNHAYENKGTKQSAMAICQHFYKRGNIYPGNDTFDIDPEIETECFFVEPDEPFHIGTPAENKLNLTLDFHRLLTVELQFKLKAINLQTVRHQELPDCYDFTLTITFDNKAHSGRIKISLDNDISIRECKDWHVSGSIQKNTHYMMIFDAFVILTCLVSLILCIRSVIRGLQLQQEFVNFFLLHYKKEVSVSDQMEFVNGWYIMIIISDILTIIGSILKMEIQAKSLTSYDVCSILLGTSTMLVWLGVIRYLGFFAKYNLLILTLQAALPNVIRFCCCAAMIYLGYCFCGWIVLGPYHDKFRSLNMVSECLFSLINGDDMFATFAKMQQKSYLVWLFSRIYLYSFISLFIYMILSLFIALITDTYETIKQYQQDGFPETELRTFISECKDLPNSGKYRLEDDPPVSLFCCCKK
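Material: HEK293 cells stably carrying human TRPML3-YFP; compound dosing: single dose, 3 µM final nominal compound, 0.3% DMSO final; incubation: 1-h 37 °C dye load, 5-s basal, 120-s post-compound reads; technique: Fluo-8 intracellular calcium fluorescence, excitation 470-495 nm, emission 515-575 nm; read-out basis: percent activation from peak-to-basal fluorescence ratio, scaled between DMSO and carbachol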
CHOP inh: inhibitors of CHOP induction in ER stress response | CHO-K1 CHOP-promoter luciferase, tunicamycin-induced, 15-18 h | inhibition, % at 10 µM | 220,000 compounds, 3.8% hits | AID 2732;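 active = compounds that reduced the stress-induced luciferase reporter signal by more than about 70% of percent inhibition, limit read from the data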;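 note: 0% = tunicamycin plus vehicle and 100% = wells without tunicamycin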
PPC-1+TRAIL kill: compounds killing PPC-1 cancer cells with TRAIL present (potentiator screen, no TRAIL-free arm); cell killing (% activity), % at 4 µM; PPC-1 cells + TRAIL, ATPLite viability luminescence; 220,000 compounds, 0.41% hits;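 active = cell killing above 50% in the first pass at 4 µM, then a duplicate retest at 5 µM averaging 50% or more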;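 note: plate controls were cells with TRAIL plus DMSO for no effect and medium-only wells lacking cells for full effect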
EBV gp42 block: blocks Epstein-Barr virus glycoprotein 42 binding; Q1HVG2; Fluorescence polarization binding assay, mP read-out; inhibition, % (tested at 21.74 µM); 220,000 compounds, 0.42% hits; AID 1085; in the data active = inhibition above about 50%
Target sequence (Q1HVG2 whole entry, looked up): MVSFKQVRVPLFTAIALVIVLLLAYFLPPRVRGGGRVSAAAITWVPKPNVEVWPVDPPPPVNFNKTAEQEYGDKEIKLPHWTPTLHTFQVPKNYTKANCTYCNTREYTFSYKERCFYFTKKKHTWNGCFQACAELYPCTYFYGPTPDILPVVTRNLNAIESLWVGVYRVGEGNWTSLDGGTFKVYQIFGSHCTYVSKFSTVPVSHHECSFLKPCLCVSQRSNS
NCF1 inh: p47phox (human) inhibition; P14598; p47phox/p22phox peptide binding, fluorescence polarization, 2 h; inhibition, % at 24.7 µM; 220,000 compounds, 0.53% hits;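 active = inhibition above about 30%, limit read from the data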;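 note: 0% = p47phox with labelled peptide and 100% = labelled peptide alone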
TRPN1 ag: agonists of zebrafish TRPN1 channel. HEK293 zebrafish TRPN1-YFP, Fluo-8 calcium fluorescence; 100% = response to 87 µM carbachol. activation, % at 3 µM. 220,000 compounds, 0.18% hits. AID 1424;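 active = activation above its plate's cutoff, the mean activation of test wells on that plate plus 3 SD, cut at about 19% in these data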;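 note: 0% = DMSO alone and 100% = 87 µM carbachol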
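Material: zebrafish TRPN1-YFP in HEK293 cells; Doses: single test compound dose, 3 µM nominal, 0.3% DMSO; Timing: dye loading 1 h at 37 °C, then 30 min room temperature; Technique: intracellular calcium fluorescence with Fluo-8; Benchmarks: high carbachol 87 µM, low DMSO alone.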
MDM2 E3 inh: blocks human Mdm2 ubiquitin ligase activity. AID 1230. cell-based MDM2 ubiquitination luciferase reporter, 2 h; 0 = plate control, 100 = twice control, blank-subtracted. signal enhancement, % at 5 µM. 210,000 compounds, 0.11% hits;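 active = signal enhancement of 30% or more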;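 note: luminescence tracks abundance of the self-degrading MDM2-luciferase fusion protein; higher signal means inhibition of MDM2 E3 ligase activity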
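Material: Stable MDM2–luciferase fusion reporter cells | Amount: 2000 cells seeded into each well | Dosing: One concentration, 5 µM, with 0.2% DMSO | Incubation: 4 h cell settling then 2 h compound exposure, 37 °C | Measured by: Luciferase luminescence | Read-out basis: % enhancement relative to plate controls after blank subtraction | Benchmarks: Control and blank well means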
TNF necrop inh: TNF-alpha cell death inhibition in Jurkat FADD-/- cells; AID 463075; activation (protection from cell death), % at 10 µM; 220,000 compounds, 0.068% hits; Jurkat FADD-/- TNF necroptosis rescue, ATP luminescence, 24 h; 0 = TNF only, 100 = no-TNF cells;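 active = activation, meaning protection from cell death, of at least 50% relative to plate controls; inactive = activation below 50%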;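 note: necroptosis triggered by 40 ng/mL TNF-alpha added together with compound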
The depositor's hits bear a star; . = no result given; [ ] = dose if it differs, or a comment. Rows are unselected. About 5.9% of those tested had a hit in this group.

SMILES	Runt-SMMHC FRET	TRPML3 agonist	CHOP inh	PPC-1+TRAIL kill	EBV gp42 block	NCF1 inh	TRPN1 ag	MDM2 E3 inh	TNF necrop inh
O=C(Nc1c(C(=O)N2CCOCC2)cnn1-c1ccccc1)c1ccccc1	-3	0.2	12	4	-4	-13	0.7	-18	0.7
CCn1c(CNc2cccc(C(F)(F)F)c2)n[nH]c1=S	6	-0.7	15	10	1	-7	-0.6	1	-0.3
CC(C)CNS(=O)(=O)c1ccc(OCC(=O)Nc2ccc3c(c2)OCO3)c(Cl)c1	2	-1.2	23	15	-1	-12	-0.2	-8	-1.1
O=C1C(Cl)=C(NCCN2CCCCC2)C(=O)c2ccccc21	0	0.9	-43	48[5 µM]	-8	0	0.1	-15	-26
O=C(Nc1ccc(N2CCOCC2)cc1)c1ccc(-c2ccccc2[N+](=O)[O-])o1	-4	2.0	3	26	-8	0	2.9	-1	-1.0
O=C(CSc1ccc(Cl)cc1)NC1CCCc2ccccc21 (centres undefined)	-1	-0.9	53	16	-8	-5	-0.5	0	0.5
Cc1cc(/C=C(\C#N)C(N)=O)c(C)n1-c1ccc(N2CCOCC2)c([N+](=O)[O-])c1	1	0.7	31	1	10	-19	-1.2	-5	1.3
Cc1cc(/C=N\NC(=O)COc2cccc3cccnc23)c(C)n1-c1ccccc1	-2	-0.3	17	12	-8	-40	-0.6	-12	1.1
NC(=S)c1cc2cc(Br)ccc2oc1=O	-7	-0.5	18	.	2	-6	-1.0	-6	-1.0
COc1cccc(OC)c1OCCCOc1ccc(C)cc1Br	-4	-0.4	63	6	1	-11	-0.8	-11	1.0
COc1ccc(CN(C#N)c2nc(SC)nc(N(C)C)n2)cc1	1	0.0	10	0	-18	-16	-0.7	-14	-1.9
Cc1cc(C)c(C#N)c(Oc2ccccc2Br)n1	0	-1.4	22	6	-6	-12	-3.0	-3	-1.3
COc1ccc(NC(=O)Cn2ccc3c(OC)cccc3c2=O)cc1	0	-0.7	25	14	-8	0	-2.0	-5	-1.3
CCC(=O)Nc1ccccc1C(=O)OCC(=O)c1ccc2ccccc2c1	0	0.6	41	6	-3	-12	0.0	-8	1.1
O=C(NCc1cccc(Br)c1)C1CC(c2ccccc2C(F)(F)F)=NO1 (centres undefined)	-2	.	-1	1	-9	11	.	6	-4.4
O=C(Nc1nc2ccc(S(=O)(=O)N3CCCC3)cc2s1)c1cccs1	3	0.2	33	4	-1	-7	-0.1	-3	1.5
O=S(=O)(c1ccc2c(c1)OCCO2)N1CCN(Cc2ccccc2)CC1	-1	-0.2	14	18	18	-2	-1.8	-10	1.4
CCc1ccc(C(=O)Nc2ccc(S(=O)(=O)Nc3nc(C)cc(C)n3)cc2)o1	-3	0.9	31	16	-2	0	-0.6	-4	1.9
O=C(c1c(F)cccc1F)N1CCC(n2nnc3cc(C(F)(F)F)ccc32)CC1	0	1.0	8	19	-7	-1	2.7	-2	0.5
O=C(Nc1cc2c(cc1Cl)OCCCO2)c1ccc(F)cc1	-1	0.2	5	10	-10	-10	-2.2	1	1.0

Some of the entries so far, with values under each structure.
Results follow in this order: Runt-SMMHC FRET, TRPML3 agonist, CHOP inh, PPC-1+TRAIL kill, EBV gp42 block, NCF1 inh, TRPN1 ag, MDM2 E3 inh, TNF necrop inh
O=C(Nc1nc2ccc(S(=O)(=O)N3CCCC3)cc2s1)c1cccs1
  3, 0.2, 33, 4, -1, -7, -0.1, -3, 1.5
O=C(NCc1cccc(Br)c1)C1CC(c2ccccc2C(F)(F)F)=NO1 (centres undefined)
  -2, ., -1, 1, -9, 11, ., 6, -4.4
CCn1c(CNc2cccc(C(F)(F)F)c2)n[nH]c1=S
  6, -0.7, 15, 10, 1, -7, -0.6, 1, -0.3
O=C(c1c(F)cccc1F)N1CCC(n2nnc3cc(C(F)(F)F)ccc32)CC1
  0, 1.0, 8, 19, -7, -1, 2.7, -2, 0.5
Cc1cc(C)c(C#N)c(Oc2ccccc2Br)n1
  0, -1.4, 22, 6, -6, -12, -3.0, -3, -1.3

(list continues)
SMILES	Runt-SMMHC FRET	TRPML3 agonist	CHOP inh	PPC-1+TRAIL kill	EBV gp42 block	NCF1 inh	TRPN1 ag	MDM2 E3 inh	TNF necrop inh
O=C(c1cccc(F)c1)N1CCc2ccccc21	-2	-0.1	26	-8	-4	0	-1.2	.	-3.5
CC1=C(C)CS(=O)N(c2ccc(S(N)(=O)=O)cc2)C1 (centres undefined)	3	0.2	-25	25	-2	-9	0.6	-24	-5.0
CCC(=O)Nc1ccc(N2CCCCC2)cc1	-6	1.3	31	22	-8	-16	-1.9	-11	1.3
CCOC(=O)c1nnn(-c2nonc2N)c1-c1ccc(OCC)cc1	-2	-0.5	39	21	0	-4	-0.5	-1	1.0
Cc1ccc2nc(-c3cccnc3)cc(C(=O)Nc3ccc(F)cc3C)c2c1	-6	0.6	22	17	-7	-7	-0.9	-14	1.7
CC(C)c1ccc(NC(=O)COc2ccc(C3SCCS3)cc2)cc1	2	0.4	15	12	-22	-16	5.0	-20	4.2
COc1cc2c(cc1OC)C1=C(C#N)CCC(=NC(=O)c3ccco3)N1CC2	1	1.2	18	21	8	-7	-0.1	3	-1.0
COc1ccc(-n2c(O)c(C=NCC(c3ccco3)N3CCCC3)c3ccccc3c2=O)cc1OC (centres undefined)	1	1.2	29	37	-11	.	2.4	2	2.1
O=C1/C(=C\c2cccnc2)SC(=S)N1c1ccc(F)cc1	2	-0.1	43	24	-7	-6	0.1	-11	0.2
Cc1cccc(N/N=C/c2ccccc2O)c1	-8	0.7	27	18	-9	-17	0.1	-4	0.1
COC(=O)CSc1nc(N)c2c3c(sc2n1)C(c1ccccc1)SC(c1ccccc1)C3 (centres undefined)	0	0.8	-80	17	-27	-70	1.1	6	0.5
O=C(NNc1ncccc1-n1cccc1)c1ccc(Cl)cc1	-3	-1.0	6	-10	-14	1	0.6	-7	5.4
O=C(CCCN1C(=O)c2ccccc2C1=O)Nc1nnc(C2CC2)s1	1	1.0	12	-12	-20	-4	0.1	0	0.7
O=C(NCCSc1ccccn1)c1ccc(Cl)cc1Cl	0	-0.3	-53	7	9	-2	-0.6	-21	1.1
CCCNc1nc(C)cc(-c2cc(-c3ccc(Cl)cc3)on2)n1	0	.	1	-11	-8	-6	.	17	2.8
COC(=O)c1cccc(COC(=O)c2ccc(N(C)C)cc2)c1	6	-0.2	23	10	-4	-24	-3.0	-4	-1.1
Cc1occc1C(=O)NC(C)C12CC3CC(CC(C3)C1)C2 (centres undefined)	3	-1.3	12	6	-22	-14	-2.7	-6	1.3
Cc1ccccc1NC(=O)c1ccc(CN2CCc3ccccc3C2)cc1	1	2.4	17	34	4	-11	6.3	-4	-11
COc1cccc(C2C3=C(N=c4s/c(=C\c5ccc(O)cc5)c(=O)n42)c2ccccc2CC3)c1OC (centres undefined)	-50	0.4	48	29	-32	-3	-0.3	4	0.4
CS(=O)(=O)N(CC(=O)N1CCN(c2cccc(Cl)c2)CC1)c1ccccc1	-1	0.8	24	7	-12	-8	1.6	-1	-0.4

Brought forward from above: 3 entries; new compounds follow.
SMILES	Runt-SMMHC FRET	TRPML3 agonist	CHOP inh	PPC-1+TRAIL kill	EBV gp42 block	NCF1 inh	TRPN1 ag	MDM2 E3 inh	TNF necrop inh
Cc1ccccc1NC(=O)c1ccc(CN2CCc3ccccc3C2)cc1	1	2.4	17	34	4	-11	6.3	-4	-11
COc1cccc(C2C3=C(N=c4s/c(=C\c5ccc(O)cc5)c(=O)n42)c2ccccc2CC3)c1OC (centres undefined)	-50	0.4	48	29	-32	-3	-0.3	4	0.4
CS(=O)(=O)N(CC(=O)N1CCN(c2cccc(Cl)c2)CC1)c1ccccc1	-1	0.8	24	7	-12	-8	1.6	-1	-0.4
O=C(CSc1nnc(Cc2cc(=O)[nH]c(=O)[nH]2)n1-c1ccc(Cl)cc1)NC1CCCC1	-10	1.0	3	-2	2	2	0.2	-11	0.5
COc1ccc(N2CCN(C(=O)CSc3ncnc4c3cnn4-c3ccccc3C)CC2)cc1	0	0.6	39	18	-1	-6	-0.1	-22	-0.6
CC(C)NC(=O)c1ccccc1S(=O)c1ccccc1C#N (centres undefined)	3	-0.2	12	13	-14	1	0.9	-11	-3.5
COc1ccc(C2CC(=O)Nc3n[nH]c(-c4ccccc4)c32)cc1OC (centres undefined)	-2	0.7	-13	-7	-23	-6	0.0	2	-0.8
Cc1ccc(NS(=O)(=O)c2cc(NC(=O)C(C)Oc3ccccc3)ccc2C)c(C)c1 (centres undefined)	0	-0.3	54	0	-8	-13	-1.6	-5	3.6
CCN(CC)CCOC(=O)c1ccc(NC(=O)c2cccc(C)c2[N+](=O)[O-])cc1	-1	0.6	5	18	5	0	1.7	-55	3.2
O=C(CSc1nc2ncc(Cl)cc2[nH]1)NCCc1ccc(F)cc1	-5	0.1	10	5	-8	-15	-0.3	-7	2.4
CN(C)c1ccc(/C=N/O)cc1	5	1.0	-2	13	-16	1	0.2	13	-0.4
Cc1cccc2cc(CNCC3CCCO3)c(Cl)nc12 (centres undefined)	.	-0.4	-12	.	-26	-19	-0.1	-12	1.1
O=C(NCc1cccnc1)C1COc2ccccc2O1 (centres undefined)	2	0.9	6	10	10	-7	0.2	-4	-0.2
Cc1ccc(S(=O)(=O)N2Cc3ccccc3CC2C(=O)Nn2cnnc2)cc1 (centres undefined)	-2	-0.1	19	-1	-1	12	0.4	-21	0.0

Screening data (PubChem)
